Screens from PubChem.
TAAR1 ag = human TAAR1 agonists, primary screen, Fluo-8 calcium fluorescence, CHO RD-HGA16 cells; 0.99% of 360,000 active; activation, % at 3 µM; vehicle wells 0%, saturating PEA agonist 100%; Trace amine-associated receptor 1 (Homo sapiens), Q96RJ0;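 active means activation above the mean activation of all test compounds in the run plus 3 SD, cut at about 38% in these data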
Target sequence (Q96RJ0 whole entry, looked up): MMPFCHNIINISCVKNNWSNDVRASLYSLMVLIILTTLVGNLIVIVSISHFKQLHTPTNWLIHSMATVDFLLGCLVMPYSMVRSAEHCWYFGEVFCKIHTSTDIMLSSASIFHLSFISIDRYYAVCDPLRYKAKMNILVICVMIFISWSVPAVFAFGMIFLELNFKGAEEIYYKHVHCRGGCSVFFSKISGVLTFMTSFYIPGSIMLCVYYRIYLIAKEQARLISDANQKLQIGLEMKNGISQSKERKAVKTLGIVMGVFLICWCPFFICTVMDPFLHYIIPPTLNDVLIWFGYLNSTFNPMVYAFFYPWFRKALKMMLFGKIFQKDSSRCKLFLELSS
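Repeats: no replicates (n 1) | Material: CHO-derived RD-HGA16 cells with stable Gα16 and human TAAR1 | Technique: Kinetic Fluo-8 calcium fluorescence | Schedule: 17-24 h seeding, 75 min 37 °C dye, 30 min RT | Evaluation: % activation from peak over basal fluorescence ratio, DMSO-to-PEA scaled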
M1 PAM = human M1 muscarinic receptor positive allosteric modulators, primary screen, CHO-K1 cells, Fluo-8 calcium fluorescence, 1536-well; CHO-K1 hM1, ACh EC20; 0% = ACh EC20, 100% = maximal ACh; 0.088% of 360,000 active; activation, % at 3 µM; Muscarinic acetylcholine receptor M1 (Homo sapiens), P11229; AID 588819, 2011; in the data active means activation above about 19%, passing the limit was not always enough
CHRM1 antagonist = human M1 muscarinic receptor antagonists, primary screen, CHO-K1 cells, Fluo-8 calcium fluorescence, 1536-well; Muscarinic acetylcholine receptor M1 (Homo sapiens), P11229; CHO-K1 hM1, ACh EC80 antagonist; inhibition, % at 3 µM; 1.3% of 360,000 active; AID 588852, 2011;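 active means percent inhibition above its own plate's cutoff, namely the mean of that plate's compound wells plus 3 SD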;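 further: peak over basal fluorescence ratio during 140 s after agonist addition; 0% = ACh EC80 plus DMSO and 100% = DMSO alone without agonist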
M1 ag = human M1 muscarinic receptor agonists, primary screen, Fluo-8 calcium fluorescence, CHO-K1 cells, HTS; activation, % at 3 µM; CHO-K1 hM1, agonist mode; 0% DMSO, 100% acetylcholine EC100; Muscarinic acetylcholine receptor M1 (Homo sapiens), P11229; 0.33% of 360,000 active;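 active means activation above the run's mean compound activation plus 3 SD, cut at about 16% in these data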;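 further: peak over basal fluorescence ratio within a 140 s kinetic read after compound addition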
M5 ag = human M5 muscarinic receptor agonists, primary screen, CHO-K1 cells, Fluo-8 calcium fluorescence. CHO-K1 hM5 cells; 0% DMSO wells, 100% maximal acetylcholine response. AID 624037, 2012. Muscarinic acetylcholine receptor M5 (Homo sapiens), P08912. activation, % at 3 µM. 0.19% of 360,000 active;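 active means activation above the run's mean over test compounds plus 3 SD, cut at about 23% in these data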;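 further: signal is peak over basal fluorescence ratio across the kinetic read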
CHRM5 antagonist = human M5 muscarinic receptor antagonists, primary screen, CHO cells, Fluo-8 calcium fluorescence; CHO-hM5 cells, ACh EC80; 0.59% of 360,000 active; Muscarinic acetylcholine receptor M5 (Homo sapiens), P08912; AID 624040, 2012; inhibition, % at 3 µM;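 active means inhibition above a per-plate cutoff, the mean of that plate's test compounds plus 3 SD, cut at about 27% in these data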;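 further: 0% = acetylcholine EC80 with DMSO and 100% = DMSO without agonist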
CHRM4 antagonist = human M4 muscarinic receptor antagonists, primary screen, CHO cells, Fluo-8 calcium fluorescence. 0.73% of 360,000 active. inhibition, % at 3 µM. CHO-hM4 cells, ACh EC80. Muscarinic acetylcholine receptor M4 (Homo sapiens), P08173;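 active means inhibition above its plate's cutoff, the mean inhibition of sample wells plus 3 SD, cut at about 27% in these data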;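 further: 0% = acetylcholine EC80 with DMSO and 100% = DMSO without agonist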
Target sequence (P08173 whole entry, looked up): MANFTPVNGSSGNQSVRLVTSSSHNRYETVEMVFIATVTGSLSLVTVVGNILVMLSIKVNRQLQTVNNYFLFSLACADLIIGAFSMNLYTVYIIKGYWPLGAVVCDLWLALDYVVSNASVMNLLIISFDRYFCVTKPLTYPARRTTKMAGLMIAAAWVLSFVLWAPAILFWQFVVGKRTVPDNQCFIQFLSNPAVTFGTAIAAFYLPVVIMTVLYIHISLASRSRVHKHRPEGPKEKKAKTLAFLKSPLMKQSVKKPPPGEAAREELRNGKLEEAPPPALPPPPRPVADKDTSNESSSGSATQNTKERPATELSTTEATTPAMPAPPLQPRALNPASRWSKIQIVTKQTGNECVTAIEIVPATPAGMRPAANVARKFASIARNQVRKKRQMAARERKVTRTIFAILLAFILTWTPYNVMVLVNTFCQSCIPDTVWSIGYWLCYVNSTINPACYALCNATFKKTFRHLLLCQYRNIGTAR
CHRM5 PAM = human M5 muscarinic receptor positive allosteric modulators, primary screen, CHO-K1 cells, Fluo-8 calcium fluorescence; activation, % at 3 µM; Muscarinic acetylcholine receptor M5 (Homo sapiens), P08912; 0.3% of 360,000 active; CHO-K1 hM5, ACh EC20 PAM; 0% = ACh EC20, 100% = ACh EC100;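 active means activation above the run cutoff, the mean activation of all test compounds plus 3 SD, cut at about 18% in these data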
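Measured by: Fluo-8 calcium fluorescence; material: human M5 receptor in CHO-K1 cells; schedule: Post-acetylcholine fluorescence recording 140 s; benchmarks: low control EC20 acetylcholine (0%), high control EC100 acetylcholine (100%); read-out: Max/basal fluorescence ratio as % of EC20–EC100 ACh window; compound: single dose, 3 µM nominal final test concentration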
CHRM4 agonist = human M4 muscarinic receptor agonists, primary screen, CHO-K1 cells, Fluo-8 calcium fluorescence; Muscarinic acetylcholine receptor M4 (Homo sapiens), P08173; CHO-K1 hM4/Gqi5; vehicle 0%, full acetylcholine response 100%; activation, % at 3 µM; 0.14% of 360,000 active; AID 624127, 2012;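 active means activation above the run mean over all test wells plus 3 SD, cut at about 32% in these data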;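 further: peak over basal fluorescence ratio per well then scaled between controls; 0% = DMSO wells and 100% = acetylcholine at EC100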
Active calls of the source: *; nt = not tested or not shown. Not all compounds are listed; the hit share may differ from the screen's.

SMILES	TAAR1 ag	M1 PAM	CHRM1 antagonist	M1 ag	M5 ag	CHRM5 antagonist	CHRM4 antagonist	CHRM5 PAM	CHRM4 agonist
CC(C)(C)N1CCC1CN (centres undefined)	4	8	-14	-1	-2	10	-9	1	1
Cc1ccc(/C=C2/NC(=O)N(c3ccccc3)C2=O)o1	8	5	-3	-3	2	-3	-4	2	2
Cc1[nH]c(C)c2c(=O)[nH]ncc12	1	10	-5	2	1	1	8	10	0
O=C(NCCc1nnc2ccc(SCC(=O)N3CCCC3)nn12)c1ccc(F)cc1	0	16	-17	1	-3	-5	-7	3	0
COc1ccc(Nc2nc(-c3ccc4c(c3)NC(=O)CO4)cs2)cc1	1	4	-7	-6	-2	-15	-4	12	1
CC(=O)c1ccc(NC(=S)Nc2ccc3[nH]c(=O)[nH]c3c2)cc1	2	-4	18	-3	2	-8	8	5	0
O=c1ccc2cc3ccoc3cc2o1	1	9	-8	-2	0	1	-11	1	1
N=C1C(c2ccccc2)=C(O)CN1c1ccccc1	7	2	-3	-5	-3	-3	-7	-5	0
O=[N+]([O-])c1cccc(NC(=S)Nc2nc(-c3ccccc3Cl)cs2)c1	5	-9	28	3	9	24	-6	-13	18
CC(C)NCc1cccc([N+](=O)[O-])c1	1	0	5	-3	-1	2	1	6	1
Cc1oc(-c2ccccc2)nc1CSc1nc2c(c(=O)[nH]1)CCC2	-1	11	-17	0	3	-2	-9	4	-1
O=C(CN1CCN(Cc2ccccc2F)C1=O)NCCN1CCOCC1	1	6	-6	-3	2	3	-9	-4	0
COc1cccc(-c2ncc3ccccc3c2COC(=O)CCC(=O)O)c1	7	0	6	-9	0	19	2	-6	1
Cc1nnc(SCC(=O)Nc2nsc(-c3ccc(Cl)cc3)n2)s1	19	4	0	-2	-1	0	3	1	1
COc1ccc(C2C3=C(CC(C)(C)CC3=O)N(C)C3=C2C(=O)CC(C)(C)C3)cc1OC	-1	1	-5	-2	13	-32	2	18	0
CCCCn1c(=NC(=O)c2cccnc2)c(C#N)cc2c(=O)n3cccc(C)c3nc21	5	7	0	-4	0	-3	6	5	-3
COc1cc2c(cc1OC)CN(C(=O)c1ccc(S(=O)(=O)N(C)c3ccccc3)cc1)CC2	3	7	-4	-6	3	-2	6	9	4
Cn1ccnc1C(O)(c1ccccc1)c1nccn1C	1	9	-12	-1	-2	8	-3	-6	0
COc1ccccc1CN=C1NC(=O)C(CC(=O)Nc2ccc(OC)c(OC)c2)S1 (centres undefined)	4	7	-6	-4	-2	-7	-18	0	1
Cn1cnc(S(=O)(=O)Nc2ccc3c(c2)OCCO3)c1	2	16	-25	-3	-2	11	6	-10	0
O=C(Nc1ccccc1)c1ccc(Cn2cc(C(F)(F)F)ccc2=O)cc1	7	-3	9	-2	-1	0	6	0	1
COc1ccc(C2/C(=C(/O)c3ccc(C)cc3)C(=O)C(=O)N2c2ccccn2)cc1OC (centres undefined)	1	25	-28	-2	7	-8	-5	14	1
O=C(NCCN1CCC(Cc2ccccc2)CC1)C1CCCN(S(=O)(=O)c2cnc[nH]2)C1 (centres undefined)	5	-9	11	-11	-6	0	-2	1	1
COc1cccc(NC(=S)N2CCC(Cc3ccccc3)CC2)c1	-2	-7	23	-3	-6	13	11	-3	1
O=C(Nc1ccc(C(=O)N2CCOCC2)cc1)c1ccccc1[N+](=O)[O-]	0	19	-20	1	-3	4	-1	-9	1
Cc1cc(NC(=O)c2ccc(Br)cc2)nc(C)n1	0	9	-10	-3	0	-7	0	9	1
CC1=C(C(=O)OCc2ccccc2)C(c2ccc(C(F)(F)F)cc2)NC(=O)N1CCCCCC(=O)O (centres undefined)	3	-1	3	-4	3	6	-10	-7	1
COc1cccc(OC)c1C(=O)Nc1cc(Cl)ccc1N1CCOCC1	13	6	-5	0	-1	1	-9	0	1
COc1ccc(C(=O)c2cc3cccc(OC)c3o2)cc1	1	12	-11	-2	-7	3	-14	3	-1
CCOc1ccc(NC(=O)CSC2=NN3CCCC(=O)N=C3S2)cc1	5	4	-4	0	-3	-5	1	0	1

Three entries already listed, arranged by length of the SMILES, lowest first:
SMILES	TAAR1 ag	M1 PAM	CHRM1 antagonist	M1 ag	M5 ag	CHRM5 antagonist	CHRM4 antagonist	CHRM5 PAM	CHRM4 agonist
COc1cccc(OC)c1C(=O)Nc1cc(Cl)ccc1N1CCOCC1	13	6	-5	0	-1	1	-9	0	1
O=C(Nc1ccccc1)c1ccc(Cn2cc(C(F)(F)F)ccc2=O)cc1	7	-3	9	-2	-1	0	6	0	1
CC1=C(C(=O)OCc2ccccc2)C(c2ccc(C(F)(F)F)cc2)NC(=O)N1CCCCCC(=O)O (centres undefined)	3	-1	3	-4	3	6	-10	-7	1

(more compounds)
SMILES	TAAR1 ag	M1 PAM	CHRM1 antagonist	M1 ag	M5 ag	CHRM5 antagonist	CHRM4 antagonist	CHRM5 PAM	CHRM4 agonist
O=C(C[C@H]1C/C=C\C[C@@H](Cc2ccc(F)cc2)C(=O)OC[C@H]2CCCN2C1=O)N[C@H](CO)Cc1ccccc1	6	3	-1	-5	2	4	6	3	4
O=C(Nn1cnnc1)C1CCCN1S(=O)(=O)c1ccc(F)cc1 (centres undefined)	7	5	-8	1	1	4	-8	-1	2
CCOC(=O)NC(=O)COC(=O)Cc1cc(OC)c(OC)c(OC)c1	2	5	-5	-4	-3	-2	3	1	1
Cc1ccccc1Cc1c(C)nc2c(C(=O)NCc3ccc4c(c3)OCO4)cnn2c1C	9	14	-17	-1	2	2	7	-3	0
CCOC(=O)n1c(=O)n(Cc2ccccc2)c2ccccc21	-1	-5	11	-5	-7	8	7	-2	-1
N#Cc1c(NC(=O)COC(=O)c2ccc(S(=O)(=O)N3CCCC3)cc2)sc2c1CCCCC2	2	5	0	-3	-4	23	1	-6	0
CCCCNC(=O)C[C@@H]1C[C@@]2(C(=O)OCC)CCC=C2N(Cc2cccc3ccccc23)C1=O	0	nt	nt	nt	-3	-1	-4	-6	-1
O=C(NC1CCCCC1)C(c1cccs1)N(C(=O)c1ccco1)c1ccc2c(c1)OCCO2 (centres undefined)	14	6	-5	0	-1	8	0	1	6
Cc1ccc(C(=O)N/C(=C\c2ccc(-c3ccc(Br)cc3)o2)C(=O)NC2CCS(=O)(=O)C2)cc1 (centres undefined)	2	3	9	-3	1	-7	3	0	5
COc1cccc(C2/C(=C(\O)c3ccc4c(c3)OCO4)C(=O)C(=O)N2CCN(C)C)c1OC (centres undefined)	18	-3	9	-3	-1	8	4	3	0
CSc1ccccc1NC(=O)Nc1cccc(F)c1	13	4	1	-7	-2	1	3	-8	3
COc1ccc(N(C(=O)c2ccco2)S(=O)(=O)c2cccc([N+](=O)[O-])c2)cc1	4	4	-6	-5	0	4	1	-7	1
O=C(NC(c1ccc2c(c1)OCO2)c1ccccn1)C1CCN(CCOc2ccccc2)CC1 (centres undefined)	4	7	-19	-8	-3	4	8	-3	0
O=C(NNC(=S)NCc1ccco1)C(c1ccccc1)c1ccccc1	1	1	3	-4	0	10	4	-5	1
CCNC(=O)C1(C)CCCN(Cc2csc(-c3ccccc3)n2)C1 (centres undefined)	0	10	-11	-8	0	0	8	2	1
O=C(N/N=C/c1cc2c(cc1Br)OCO2)c1cccnc1	-1	10	-8	-1	-1	9	-9	1	2
Cc1noc(C)c1CSc1ccc(Br)cc1	10	-2	1	-9	-4	-4	4	-4	0
Cc1cc(C(=O)N2CCCC(N3CCN(Cc4ccc5c(c4)OCO5)CC3)C2)n[nH]1 (centres undefined)	5	15	-16	-4	-6	-6	1	4	-1
Cc1ccc(NC(=O)c2cc(S(=O)(=O)N3CCCCC3)ccc2N2CCOCC2)cc1S(=O)(=O)N(C)C	4	-8	17	-7	0	5	12	4	4
CN(C(=O)C12CC3CC(CC(C3)C1)C2)C1CCS(=O)(=O)C1 (centres undefined)	2	7	-9	-5	1	5	5	-4	1
Cc1cccc(OCC(=O)Nc2ccc(NC(=O)c3ccccc3)cc2)c1	-1	8	-16	-1	0	1	-3	-3	1
O=C(CSCC(=O)NC1CC1)Nc1ccc2ccccc2c1	-1	2	-7	-3	1	-8	-2	4	2
O=C(CSc1nnc2n1CCCN2)c1ccc(Cl)cc1	1	4	1	-6	0	2	-4	-1	0
CCc1ccc(OCC(=O)NC(NC(=S)Nc2ccccc2)C(Cl)(Cl)Cl)cc1 (centres undefined)	18	-9	25	2	5	17	-4	-15	8
CCCCn1nc(NC(=O)c2cccs2)c2cc3ccccc3nc21	4	-5	6	-5	-2	11	12	-13	2
COc1cccc(C(=O)NN2C(=S)N(c3ccccc3)C(=O)C2CC(N)=O)c1 (centres undefined)	3	6	-4	-1	2	1	7	1	0
Cn1c(=O)[nH]c(=O)c2c1nc(N1CCCCC1)n2CC(O)COc1ccccc1 (centres undefined)	6	4	-17	0	8	-9	-7	-5	6
COc1ccc(C(=O)Nc2ccc(S(=O)(=O)NC(C)(C)C)cc2)cc1[N+](=O)[O-]	1	9	-11	-2	4	4	1	2	5
O=C(Nc1ccccc1)C1=C[C@@H](c2ccc(C(F)(F)F)cc2)C[C@@H](OCc2ccc(CO)cc2)O1	-1	-1	-12	-7	-2	1	-12	-4	2
CCN(CC)c1ccc(/C=C2/C(=O)c3ccc(C(=O)O)cc3C2=O)cc1	265*	-27	76*	186*	33*	18	33*	-17	20
O=C(Nc1ccccc1)C1=C[C@H](c2csc3ccccc23)C[C@H](OCc2ccc(CO)cc2)O1	11	-3	10	-1	4	9	19	-7	7
CC12CCC(C(=O)NNc3ccc([N+](=O)[O-])cc3)(OC1=O)C2(C)C (centres undefined)	2	13	-12	0	2	8	1	5	0
O=C(NCCc1ccccc1)C(=O)NCC1OCCCN1S(=O)(=O)c1cc(F)ccc1F (centres undefined)	40*	12	-9	0	-3	7	-10	-1	7
COC(=O)c1ccc(-c2ccc(OC)c([C@H]3[C@H]4C=CC[C@@H](C)[C@@H]4C(=O)N3Cc3ccccc3)c2)cc1	25	2	1	-1	1	8	7	-1	0
CC1=C(C(=O)N2CCOCC2)CC(CC(=O)NCC2CCCCC2)C(=O)N1CCCN1CCCC1=O (centres undefined)	5	5	-9	-2	1	-5	-12	3	1
CC1Cc2ccccc2N1C(=O)CSCC(=O)O (centres undefined)	13	5	-9	-3	-4	-5	-5	3	1
CSCC(C)N1CCC(n2nccc2NC(=O)c2ccc3c(c2)OCO3)CC1 (centres undefined)	0	18	4	0	-5	12	4	0	0
